Bioassay records: PubChem, National Center for Advancing Translational Sciences (NCATS)
PTAP TSG101 blk: qHTS Assay for Iinhibitors of HIV-1 Budding by Blocking the Interaction of PTAP/TSG101 | Tumor susceptibility gene 101 protein (Homo sapiens), Q99816 | Fluorescence polarization, FITC-PTAP peptide / Tsg101 binding | Potency, µM (top dose mostly 115 µM), inactives show top-dose activity change, negative = inhibition, usual class: inhibitors | 340,000 tested, under 10 active | AID 493005, 2010; active = well fitted inhibition curve with a large enough effect in the main read-out, with a control signal flat, not every such curve was filed as active; inconclusive = small, poorly fitted or top-dose-only effect, or effect the other way, or a change in a side signal; inactive = no such curve, though single readings can be large or run the other way; also: potency is read from the fitted curve at half-maximal effect; % of control where 0% means no effect
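Tsg101 binding domain (10 uM final) was mixed with compound and a FITC-labeled PTAP peptide (50 nM final) in HEPES pH 7.5 buffer with NaCl, Tween 20, EDTA and TCEP; fluorescence polarization was read after 20 min at r.t.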
Giardia killer: Small Molecules that selectively kill Giardia lamblia: qHTS; Giardia lamblia trophozoite viability; activity change, % at 7.66 µM, hits read low; 0.15% of 340,000 active; AID 540267, 2011; in the data active = activity change below about -80%; inconclusive = between about -30% and that limit;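 also: parasites exposed to compound for two days anaerobically before the ATP read; % is scaled to controls: 0 for no effect and ±100 for the full control effect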
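Luminescence from cellular ATP indicates surviving trophozoites (100 cells/well) following 48 hrs anaerobic compound treatment at 37 deg C; signal develops 15-30 min at room temperature.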
a7 integrin act: qHTS for Activators of Integrin-Mediated Alleviation for Muscular Dystrophy; 0.064% of 350,000 active; alpha7betagal myoblasts, beta-gal FDG fluorescence, 48 h; Potency, µM (series often up to 38.3 µM), inactives show at the top dose activation, actives largely listed as activators;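 also: potency is read from the fitted curve at half-maximal effect; 100% = response of the positive control SU9516; nearly all actives have a fitted effect of over 60% in size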
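alpha7betagal+/- myoblasts (passage 13, 250/well) treated 48 h at 37C with compounds at 1:260 dilution of DMSO stock. Lysed, then beta-galactosidase activity read as FDG fluorescence (ex 480/em 540) after 30 min, with pre-read for autofluorescence.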
BCR signal inh: qHTS Assay to Find Inhibitors of Chronic Active B-Cell Receptor Signaling. ABC-DLBCL IkBa-CBG/CBR reporter, luminescence ratio, 4 h. Potency, µM (top dose mostly 46.1 µM), inactives show top-dose ratio change, negative = lower green/red ratio, hits mostly inhibitors. 0.05% of 340,000 active. AID 493014, 2011; active = well fitted inhibition curve with a large enough effect in the signal ratio, with a control signal flat, not every such curve was filed as active; inconclusive = small, poorly fitted or top-dose-only effect, or effect the other way, or a change in a side signal; the % refers to the signal ratio;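 also: potency is read from the fitted curve at half-maximal effect; plate controls were basal doxycycline-induced cells for no effect and cells given 10 µM MG132 for full effect; MG132 reads +100%, hits lower the ratio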
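TMD8 human ABC-DLBCL cells with doxycycline-inducible IκBα–green luciferase fusion and unfused red luciferase, in 0.5% FBS medium; compounds up to 46 uM, 4 h at 37C. Green/red luminescence ratio, filter-overlap corrected, fitted to concentration-response curves.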
Tb PFK block: qHTS Assay to Find Inhibitors of T. brucei phosphofructokinase. ATP-dependent 6-phosphofructokinase (Trypanosoma brucei brucei), O15648. T. brucei PFK, ADP-Glo luminescence. Potency, µM (top dose mostly 57.5 µM), for inactives: at the top dose activity, negative = inhibition, actives largely listed as inhibitors. 0.17% of 330,000 active. AID 485367, 2010;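 also: potency is read from the fitted curve at half-maximal effect; 0% = uninhibited 1x PFK enzyme wells and -100% = no-enzyme wells; nearly all actives have a fitted effect of over 60% in size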
Target sequence (O15648 whole entry, looked up): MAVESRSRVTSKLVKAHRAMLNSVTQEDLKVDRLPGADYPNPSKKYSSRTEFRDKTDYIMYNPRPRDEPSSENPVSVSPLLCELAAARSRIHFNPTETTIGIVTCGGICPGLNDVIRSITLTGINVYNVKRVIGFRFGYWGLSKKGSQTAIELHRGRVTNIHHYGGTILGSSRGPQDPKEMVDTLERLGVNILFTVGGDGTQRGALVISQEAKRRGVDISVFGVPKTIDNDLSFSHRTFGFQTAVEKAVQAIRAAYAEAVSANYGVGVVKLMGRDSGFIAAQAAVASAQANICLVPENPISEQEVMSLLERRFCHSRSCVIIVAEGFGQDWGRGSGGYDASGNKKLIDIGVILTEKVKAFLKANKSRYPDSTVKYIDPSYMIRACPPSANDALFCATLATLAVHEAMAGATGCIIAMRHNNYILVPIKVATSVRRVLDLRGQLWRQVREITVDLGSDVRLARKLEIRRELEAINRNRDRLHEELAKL
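PFK 1.25 nM, F6P 0.5 mM, ATP 0.1 mM, 0.1 M TEA pH 8.0, 5 mM MgCl2, 0.01% Tween20, 0.1% BSA; 45 min RT. ADP-Glo readout. qHTS titration up to 57 uM; curves fitted, compounds curve-classed.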
B2AR arrestin: qHTS assay of beta-arrestin-biased ligands of beta2-adrenergic receptor; Beta-2 adrenergic receptor (Homo sapiens), P07550; beta-arrestin recruitment to beta2AR, cell-based reporter; Potency, µM (top dose mostly 46.1 µM), without a hit: top-dose activation, actives largely listed as activators; 0.02% of 330,000 active; AID 492947, 2010;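 also: potency is read from the fitted curve at half-maximal effect; 0% = DMSO controls and full agonism = EC100 isoproterenol or metaproterenol; nearly all actives have a fitted effect of over 65% in size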
S-ASM inh: Inhibitors of Secretory Acid Sphingomyelinase (S-ASM): qHTS. Sphingomyelin phosphodiesterase (Homo sapiens), P17405. placental ASM, HMU-PC fluorogenic substrate, 60 min. Potency, µM (highest dose often 57.5 µM), for inactives: at the highest dose activity change, negative = inhibition, actives largely listed as inhibitors. 0.006% of 340,000 active. AID 504937, 2011; also: potency is read from the fitted curve at half-maximal effect
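Fluorogenic HMU-PC substrate (9 uM final) is turned over by placental ASM in 60 min at 37 C after a 10 min compound preincubation. Reaction ended by alkaline stop (pH 10), with fluorescence read at 386/447 nm.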
GALK inh: qHTS Assay for Inhibitors of Human Galactokinase (GALK); P51570; Purified GALK, Kinase-Glo residual ATP luminescence; Potency, µM (series often up to 57.5 µM), inactives show at the top dose activity change, negative = inhibition, actives largely listed as inhibitors; 0.007% of 270,000 active; AID 1868, 2009; also: potency is read from the fitted curve at half-maximal effect; % is scaled to controls: 0 for no effect and ±100 for the full control effect
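5 nM enzyme, 35 uM ATP, 100 uM galactose, 20 mM HEPES pH8.0, 5 mM MgCl2; 1 h RT; residual ATP by Kinase-Glo Plus luminescence, qHTS format.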
FBPA coupling cs: qHTS Assay for Inhibitors of Fructose-1,6-bisphosphate Aldolase from Giardia Lamblia: Coupling assay counterscreen | 0.67% of 290,000 active | activity change, negative = inhibition, % at 58.2 µM, hits read low | coupling enzyme system counterscreen, AmpLite Red fluorescence; in the data active = activity change below about -30%; also: % is scaled to controls: 0 for no effect and ±100 for the full control effect
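Coupling enzymes only (glyceraldehyde-3-phosphate) + compound, at 57.5 uM final, 10 min RT; add substrate/coupling/AmpLite Red mix, 20 min RT; fluorescence ex 525/em 598 nm. Actives flag coupling-system interference.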
Menin MLL FP TR: qHTS Assay for Inhibitors Targeting the Menin-MLL Interaction in MLL Related Leukemias: Competition With Texas Red Labeled MLL-derived Mutant Peptide; 0.23% of 270,000 active; AID 1768, 2009; Menin + Texas Red MLL mutant peptide, fluorescence polarization; Potency, µM (series often up to 61.6 µM), without a hit: at the top dose FP activity change, negative = inhibition, usual class: inhibitors; active = well fitted inhibition curve with a large enough effect in the polarisation, with a control signal flat, not every such curve was filed as active; inconclusive = small, poorly fitted or top-dose-only effect, or effect the other way, or a change in a side signal; inactive = no such curve, though single readings can be large or run the other way; the % refers to the polarisation; also: potency is read from the fitted curve at half-maximal effect; % of control where 0% means no effect; many of its hits are not listed in these tables
PKM2 act: qHTS Assay for Activators of Human Muscle isoform 2 Pyruvate Kinase; Pyruvate kinase PKM (Homo sapiens), P14618; purified PKM2, Kinase-Glo ATP luminescence, activation; response scale: 0% is enzyme alone, no compound; Potency, µM (doses to about 57.5 µM), inactives show top-dose activation, actives largely listed as activators; 0.34% of 260,000 active; AID 1631, 2009; also: potency is read from the fitted curve at half-maximal effect; % is scaled to controls: 0 for no effect and ±100 for the full control effect; nearly all actives have a fitted effect of over 55% in size
Target sequence (P14618 whole entry, looked up, canonical isoform): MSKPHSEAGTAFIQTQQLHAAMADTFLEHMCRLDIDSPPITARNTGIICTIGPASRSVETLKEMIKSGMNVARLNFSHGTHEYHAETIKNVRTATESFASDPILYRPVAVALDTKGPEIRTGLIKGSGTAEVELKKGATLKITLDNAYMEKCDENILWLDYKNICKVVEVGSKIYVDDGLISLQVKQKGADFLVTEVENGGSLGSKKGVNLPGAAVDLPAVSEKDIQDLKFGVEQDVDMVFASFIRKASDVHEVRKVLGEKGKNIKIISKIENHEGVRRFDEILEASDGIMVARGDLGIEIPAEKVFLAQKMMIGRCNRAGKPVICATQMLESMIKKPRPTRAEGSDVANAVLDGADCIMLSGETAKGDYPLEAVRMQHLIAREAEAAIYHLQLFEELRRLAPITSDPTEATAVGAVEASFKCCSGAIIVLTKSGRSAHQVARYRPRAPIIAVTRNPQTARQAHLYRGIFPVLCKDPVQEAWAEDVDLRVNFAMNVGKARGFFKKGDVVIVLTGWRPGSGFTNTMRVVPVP
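hPK-M2, >95% pure; 0.1 mM ADP / 0.5 mM PEP final; imidazole pH7.2 buffer w/ 7 mM MgCl2, 50 mM KCl; 1 h RT; Kinase-Glo lum. Intermediate enzyme activity for dual inhibitor/activator qHTS.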
Numbers without * were called inactive; i = inactive; ? = inconclusive; . = not tested or not shown; [ ] = dose if it differs, or a comment. Unless noted, calls follow the shape of the dose curve; as a rule, active = well fitted curve in the direction sought with a large enough effect; inconclusive = small, poorly fitted or top-dose-only effect, or another doubt; inactive = no such curve, though single readings can be large; an effect the other way counts as inactive or inconclusive.

mol	PTAP TSG101 blk	Giardia killer	a7 integrin act	BCR signal inh	Tb PFK block	B2AR arrestin	S-ASM inh	GALK inh	FBPA coupling cs	Menin MLL FP TR	PKM2 act
COCCNC(=S)NN=C1CCCCC1	-2%	2	5%	?	3%	?	-4%	10%	2	5%	3%
C/C(=N\OCc1ccccc1)c1c(O)cc(C(C)C)n(-c2ccccc2)c1=O	0%	-10	1%	?	-1%	-0.4%	-5%	.	1	-8%	-4%
O=C(CN1C(=O)NC2(CCCCC2)C1=O)Nc1ccc(Cl)c(S(=O)(=O)N2CCOCC2)c1	-1%	-20	-11%	-12%	?	0.1%	-6%	.	.	.	.
CCSc1nnc(NC(=O)CSc2nnc(-c3c[nH]c4ccccc34)n2C)s1	-2%	21	6%	19%	1%	0.0%	-4%	1%	3	10%	8%
O=C1Nc2ccc(S(=O)(=O)N3CCCC3)c3cccc1c23	-6%	-11	-3%	-22%	-4%	-0.5%	169%[activator]	0%	-4	8%	21%
Cc1c2c(nc3nnnn13)CCCC2	2%	30	-27%	0%	-1%	-0.2%	0%	5%	1	-7%	?
Cc1cc(C(=O)NNC(=O)c2cccc(C(F)(F)F)c2)no1	-12%	16	?	?	0%	7.4%	2%	6%	4	.	0%
C=C(C)CSCc1nc2ccccc2[nH]1	-3%	1	13%	5%	-7%	-0.1%	3%	3%	3	1%	-3%
COc1ccccc1-n1cnnc1SCC(=O)Nc1cc(C(C)(C)C)nn1-c1ccccc1	-1%	17	13%	?	-1%	-0.6%	2%	-1%	-4	-5%	3%
CCCCCN(C(=O)CCC(=O)OCc1cccc(C(F)(F)F)c1)c1c(N)n(CCCC)c(=O)[nH]c1=O	-7%	46[activator]	21%	13%	-1%	-1.0%	.	8%	.	.	-10%
CSCCC(NC(=O)c1cc(S(=O)(=O)N2CCOCC2)ccc1F)c1nc2ccccc2[nH]1 (stereo not given)	0%	-9	-7%	?	20%	0.0%	6%	.	.	.	.
O=C(Nc1nccs1)c1cccc(NC(=O)c2ccco2)c1	-3%	0	21%	?	-7%	-1.0%	-2%	1%	-5	-6%	6%
CCn1c(SCC(=O)N(C)c2c(N)n(Cc3ccccc3)c(=O)[nH]c2=O)nc2ccccc21	-1%	-12	8%	-5%	-3%	-0.6%	12%	2%	2	.	5%
COc1ccc(NC(=O)c2c(C)cc(=O)oc2C)c(OC)c1	-5%	10	-7%	3%	-3%	-0.4%	2%	1%	-9	0%	21%
Cc1cc(C)cc(NC(=O)c2oc3ccccc3c2COc2ccccc2)c1	-1%	11	9%	3%	0%	-3.6%	-8%	0%	-4	2%	0%
COc1ccc(NC(=O)CN(C)C(=O)C2(c3ccccc3)CCCC2)cc1	-2%	-16	-5%	0%	4%	0.3%	0%	.	.	.	.

Record cards, as listed above:
Cc1cc(C)cc(NC(=O)c2oc3ccccc3c2COc2ccccc2)c1 as listed: PTAP TSG101 blk = -1%; Giardia killer = 11; a7 integrin act = 9%; BCR signal inh = 3%; Tb PFK block = 0%; B2AR arrestin = -3.6%; S-ASM inh = -8%; GALK inh = 0%; FBPA coupling cs = -4; Menin MLL FP TR = 2%; PKM2 act = 0%
O=C(Nc1nccs1)c1cccc(NC(=O)c2ccco2)c1 as listed: PTAP TSG101 blk = -3%; Giardia killer = 0; a7 integrin act = 21%; BCR signal inh = ?; Tb PFK block = -7%; B2AR arrestin = -1.0%; S-ASM inh = -2%; GALK inh = 1%; FBPA coupling cs = -5; Menin MLL FP TR = -6%; PKM2 act = 6%

Additional records follow.
mol	PTAP TSG101 blk	Giardia killer	a7 integrin act	BCR signal inh	Tb PFK block	B2AR arrestin	S-ASM inh	GALK inh	FBPA coupling cs	Menin MLL FP TR	PKM2 act
CCC(CC)C(=O)Nc1cccc(C(=O)Nc2nnc(C)s2)c1	-2%	-18	1%	?	9%	-0.2%	1%	-1%	7	-21%	2%
O=S(=O)(c1cccc2nonc12)N1CCCCC1	0%	12	12%	-4%	0%	-0.7%	2%	3%	.	.	-7%
COc1ccc(-c2cc(C(=O)N(C)CCc3ccc(OC)c(OC)c3)c3ccccc3n2)cc1	-2%	10	-14%	-8%	-3%	-0.1%	11%	5%	.	.	9%
COc1ccc(/C=C2/SC(=S)N(CCCC(=O)Nc3ccc(O)cc3)C2=O)cc1OC	3%	10	-69%[inhibitor]	1%	1%	-0.2%	-4%	-7%	.	.	3%
C[C@H](CO)N1C[C@H](C)[C@H](CN(C)Cc2ccncc2)Oc2ccc(NC(=O)Nc3ccc(C(F)(F)F)cc3)cc2CC1=O	1%	0	-44%	?	6%	0.1%	-16%	.	.	.	.
Cc1ccc(Cl)cc1N1CCN(C(=O)Cc2c(C(=O)O)[nH]c3ccc(Cl)cc23)CC1	-5%	-21	-5%	-4%	2%	-0.2%	-17%	1%	10	?	-3%
COc1ccc(NC(=O)C2=CC(c3ccco3)=NS(=O)(=O)N2C)cc1OC	0%	-16	8%	0%	1%	0.0%	-8%	.	0	1%	2%
Cc1cccc(C(C)C)c1NC(=O)COC(=O)CCN1C(=O)C2CC=CCC2C1=O (stereo not given)	0%	9	-10%	-1%	4%	0.1%	0%	-6%	.	.	-5%
O=C(NCCCN1CCCC1=O)Nc1ccc(Br)cc1Cl	-3%	3	17%	10%	-4%	-0.9%	3%	-3%	-5	0%	3%
COC(=O)c1cccc(NC(=O)NC(=O)c2ccc(Cl)cc2)c1	0%	-12	-47%[inhibitor]	?	2%	-0.3%	-8%	-3%	3	.	1%
CCn1c(=S)[nH]c2sc3c(c2c1=O)CCCCC3	-2%	16	12%	?	-10%	-0.3%	2%	-1%	13	-5%	7%
C=CCNc1cnn(-c2ccc(C)cc2)c(=O)c1Cl	-1%	0	-8%	13%	-4%	0.1%	0%	-4%	0	.	3%
CCC(=O)Nc1cccc(C2=NN(c3ccccc3)C(c3ccc(OC)cc3)C2)c1 (stereo not given)	0%	-20	2%	0%	4%	-0.2%	i	2%	0	?	.
CCOC(=O)CN1C(=O)C(CC)Oc2ccccc21 (stereo not given)	-9%	0	0%[7.66 µM]	0%	2%	0.2%	8%	2%	-2	10%	-3%
CC1(C)CC(=O)C2=C(C1)OC(N)=C(C#N)C2c1ccoc1 (stereo not given)	0%	-3	-10%	-17%	-6%	-0.2%	6%	1%	0	-4%	1%
CC(=O)c1ccc(NC(=O)COC(=O)CCN2C(=O)c3cccc([N+](=O)[O-])c3C2=O)cc1	-4%	3	4%	5%	1%	-0.2%	-1%	0%	3	-1%	-4%
CC1(C)Cc2c(sc(NC(=O)Nc3ccccc3)c2C(N)=O)CO1	-3%	-17	22%	?	21%	0.6%	45%[activator]	-2%	-18	?	0%[11.5 µM]
CCOC(=O)N1CCC(N2CCN(S(=O)(=O)c3ccc(OC)cc3)CC2)CC1	0%	-8	0%	-2%	-1%	0.1%	-2%	1%	3	-14%	0%
CCCN(CCO)Cc1ccc(Br)cc1	-2%	-9	-7%	-10%	4%	0.4%	0%	2%	2	-3%	0%
CC(C)C[C@H](NC(=O)N1CC(=O)Nc2ccccc21)C(=O)N[C@H](Cc1c[nH]c2ccccc12)C(=O)O	-4%	2	1%	-4%	1%	-1.4%	1%	.	1	7%	-1%
S=C(NCCC1=CCCCC1)Nc1ccccc1	-2%	0	-55%[inhibitor]	?	-10%	0.1%	-3%	2%	-1	-10%	-1%
N#CCSCC(=O)Nc1ccc(F)cc1	-2%	-4	7%	-14%	0%	-0.1%	-4%	-2%	-2	18%	-6%

An excerpt; rates above refer to the full screens.
